# Tau fibril ThT: qHTS for Inhibitors of Tau Fibril Formation, Thioflavin T Binding | Microtubule-associated protein tau (Homo sapiens), P10636 | recombinant tau K18 P301L, heparin-induced fibrillization, ThT fluorescence | Potency, µM (series often up to 57.4 µM), for inactives: top-dose activity, negative = inhibition, actives largely listed as inhibitors | 270,000 compounds, 2.1% hits; also: % is scaled to controls: 0 for no effect and ±100 for the full control effect; nearly all actives have a fitted effect of over 55% in size
# Target sequence (P10636 561-689 P618L limits assumed): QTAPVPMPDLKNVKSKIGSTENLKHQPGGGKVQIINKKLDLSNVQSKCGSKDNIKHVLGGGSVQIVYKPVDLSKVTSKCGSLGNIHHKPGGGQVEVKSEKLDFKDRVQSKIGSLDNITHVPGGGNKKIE
#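 Recombinant human tau K18 fragment […] carrying P301L, 15 uM unlabeled plus 0.24 uM Alexa 594-labeled, was fibrillized with 20 uM heparin in 100 mM sodium acetate pH 7 for 6 hr at 37 C; 30 uM ThT fluorescence read after 1 hr.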
# HTT ATP protect: qHTS Multiplex Assay to Identify Dual Action Probes in a Cell Model of Huntington: Cytoprotection (ATP) | AID 1471, 2008 | 230,000 compounds, 0.14% hits | PC12 HTT-Q103 induced, cytoprotection, ATP luminescence, 40 h | Potency, µM (titrated, usually from 56.4 µM), inactives show cytoprotection (ATP increase), actives largely listed as activators;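 also: % of control where 0% means no effect; nearly all actives have a fitted effect of over 45% in size; toxic huntingtin expression switched on by the ecdysone agonist tebufenozide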
#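 Readout: ATPlite luminescence (ATP level). Model: stable PC12, inducible Htt exon1 Q103-GFP. Inducer: tebufenozide, 100 nM final. Compounds: dose series. No G418 in medium.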
# Tau fibril FP: qHTS for Inhibitors of Tau Fibril Formation, Fluorescence Polarization. Microtubule-associated protein tau (Homo sapiens), P10636. Potency, µM (series often up to 57.7 µM), inactives show at the highest dose activity, negative = inhibition, most hits filed as inhibitors. 280,000 compounds, 0.39% hits. K18 P301L tau heparin fibrillization, Alexa594 FP, 6 h; also: % is scaled to controls: 0 for no effect and ±100 for the full control effect; nearly all actives have a fitted effect of over 55% in size
#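 Quantitative HTS format: compounds meet 15 uM recombinant K18 P301L tau and Alexa 594-tau tracer in 100 mM sodium acetate pH 7; 20 uM heparin triggers fibrillization at 37 C over 6 hr; FP gives the signal.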
# GLA spleen mod: qHTS Assay for Inhibitors and Activators of Human alpha-Galactosidase From Spleen Homogenate. Alpha-galactosidase A (Homo sapiens), P06280. human spleen homogenate, 4MU-alpha-Gal fluorescence, 40 min. Potency, µM (highest dose often 80 µM), for the others: at the top dose activity change, negative = inhibition, hits mostly inhibitors. 240,000 compounds, 0.008% hits;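 also: 0% = enzyme with vehicle and -100% = no enzyme basal signal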
# Target sequence (P06280 32-429 limits assumed): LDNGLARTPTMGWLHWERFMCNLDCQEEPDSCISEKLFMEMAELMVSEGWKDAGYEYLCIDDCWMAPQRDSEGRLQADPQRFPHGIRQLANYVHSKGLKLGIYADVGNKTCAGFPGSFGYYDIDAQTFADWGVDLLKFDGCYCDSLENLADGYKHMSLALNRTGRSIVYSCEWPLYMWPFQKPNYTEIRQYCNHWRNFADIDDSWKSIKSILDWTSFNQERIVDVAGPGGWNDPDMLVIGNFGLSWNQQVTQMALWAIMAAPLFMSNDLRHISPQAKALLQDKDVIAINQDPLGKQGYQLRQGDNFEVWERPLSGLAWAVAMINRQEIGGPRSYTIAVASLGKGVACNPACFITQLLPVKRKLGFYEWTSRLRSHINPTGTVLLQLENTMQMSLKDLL
#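 Fluorogenic readout (Ex 365/Em 440 nm) of 4-methylumbelliferone released from 1 mM 4-MU-alpha-galactoside by spleen homogenate, 40 min at 37C, pH 5.0. Data normalized to no-enzyme and enzyme controls; Hill-equation AC50 from compound titrations.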
# Tau fluor counter: Counterscreen qHTS for Inhibitors of Tau Fibril Formation, Fluorescence Polarization | tau K18 P301L (four-repeat tau fragment) Alexa594 fluorescence, heparin fibrillization | Potency, µM (top dose mostly 57.7 µM), inactives show at the top dose activity change, negative = decrease | 280,000 compounds, 0.93% hits; also: % is scaled to controls: 0 for no effect and ±100 for the full control effect; nearly all actives have a fitted effect of over 55% in size
#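 Human K18 P301L tau (15 uM unlabeled plus 0.24 uM Alexa 594-labeled, final) in 100 mM sodium acetate pH 7 was mixed with compound and 20 uM heparin and incubated 6 hr at 37 C.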
# GAA glycogen mod: qHTS Assay for Inhibitors and Activators of Human alpha-Glucosidase Cleavage of Glycogen | recombinant GAA, glycogen substrate, Amplex Red glucose oxidase fluorescence | Potency, µM (doses to about 76.4 µM), without a hit: at the highest dose activity change, negative = inhibition, actives largely listed as inhibitors | 300,000 compounds, 0.38% hits;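 also: 0% = full enzyme reaction and -100% = no-enzyme basal signal; the screen sought inhibitors and activators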
#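 Recombinant enzyme (4 nM final) with compounds titrated up to 77 uM and bovine liver glycogen (30 ug) in citrate pH 5.0, 0.01% Tween-20, 37 C 40 min. Released glucose detected by Amplex Red/glucose oxidase (Ex 573/Em 610); AC50 from Hill fits.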
# GAA inh: qHTS Assay for Inhibitors of Human alpha-Glucosidase as a Potential Chaperone Treatment of Pompe Disease; Lysosomal alpha-glucosidase (Homo sapiens), P10253; 200,000 compounds, 0.005% hits; purified human GAA, 4-MU-alpha-glucoside fluorescence; Potency, µM (top dose mostly 76.9 µM), without a hit: at the highest dose activity change, negative = inhibition, actives largely listed as inhibitors; AID 1466, 2008;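 also: plate controls were uninhibited enzyme wells for no effect and no-enzyme background for full effect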
#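 Compounds are titrated up to 77 uM against 4 nM human enzyme. Substrate 4-methylumbelliferyl-alpha-D-pyranoside (400 uM) reacts 20 min at room temperature in pH 5.0 buffer; liberated 4-methylumbelliferone is read at 440 nm.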
# GAA spleen mod: qHTS Assay for Inhibitors and Activators of Human alpha-Glucosidase From Spleen Homogenate; human spleen homogenate, 4-MU-alpha-glucoside fluorescence; Potency, µM (top dose mostly 79.9 µM), without a hit: top-dose activity change, negative = inhibition, most hits filed as inhibitors; 240,000 compounds, 0.006% hits; Lysosomal alpha-glucosidase (Homo sapiens), P10253;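 also: 0% = enzyme with vehicle and -100% = no enzyme basal signal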
#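 Compounds were titrated against alpha-glucosidase in spleen homogenate at pH 5.0, with 1 mM 4-methylumbelliferyl substrate for 40 min at 37 C. Reactions were quenched with pH 10 NaOH/glycine and fluorescence measured.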
# * = called active by the depositor; ? = inconclusive; nt = no result given; [ ] = dose if it differs, or a comment. Calls follow the shape of the dose curve; as a rule, active = well fitted curve in the direction sought with a large enough effect; inconclusive = small, poorly fitted or top-dose-only effect, or another doubt; inactive = no such curve, though single readings can be large; an effect the other way counts as inactive or inconclusive. Potency is read from the fitted curve at half-maximal effect.
SMILES,Tau fibril ThT,HTT ATP protect,Tau fibril FP,GLA spleen mod,Tau fluor counter,GAA glycogen mod,GAA inh,GAA spleen mod
CC(=O)N(CCC1(C(C)C)CCOC(C)(C)C1)C(C)c1cccs1 (stereo unspecified),-7%,-7%[10 µM],-4%,-4%,-13%,-8%,nt,-4%
O=S(=O)(NC1CCCC1)c1ccc(S(=O)(=O)N2CCc3ccccc32)cc1,-4%,27%[10 µM],-11%,0%,?,-11%,?,-13%
COc1ccc(NC(=O)Cn2c(=O)oc3cc(Cl)ccc32)c(OC)c1,-5%,nt,-16%,nt,-14%,2%,nt,nt
Cc1[nH]c2ccccc2c1/C=N/NC(=O)c1cccc(S(=O)(=O)Nc2ccccc2Cl)c1,?,9%[10 µM],?,3%,11µM*[quencher],-5%,-8%,4%
NC(=O)c1ccc(NC(=O)Cn2c(=O)n(-c3ccccc3)c(=O)c3oc4ccccc4c32)cc1,13%,24%,6%,-9%,-1%,-1%,-10%,-2%
Cc1ccc(NC(=O)CCC(=O)n2nc(C)cc2C)c(C)c1,-6%,11%,3%,8%,-4%,4%,-4%,-5%
O=C(O)Cn1cc(C(=S)N2CCOCC2)c2ccccc21,-2%,-11%,7%,2%,1%,-13%,-2%,0%
O=c1[nH]c2ccccc2n1CCCSCCCn1c(=O)[nH]c2ccccc21,?,-27%[0.074 µM],1%,27%,-12%,-10%,-4%,1%
COc1ccc(/C=N/N=C2/NC(=O)C(CC(=O)NC(C)C)S2)cc1 (stereo unspecified),5%,-4%,0%,8%,6%,-3%,-4%,-6%
CCOc1ccc(C2=[N+]([O-])C(C)(C)N(O)C2(C)C)cc1,-7%,-28%[0.074 µM],4%,-3%,3%,?,-1%,-11%
CCOC(=O)c1ccc(NC2OC(=O)c3ccccc32)cc1 (stereo unspecified),-7%,-10%[10 µM],1%,-4%,3%,-7%,1%,-4%
CCN(CC)S(=O)(=O)c1ccc2c(c1)nc(CCC(=O)O)n2C,-17%,13%[10 µM],-14%,-1%,-9%,-1%,-5%,-1%
CCNc1nc(NC(C)C)nc(N(C)C#N)n1,-12%,32%[10 µM],-12%,9%,-9%,-3%,nt,8%
CCc1ccc(N2CCn3c2nc2c3c(=O)n(Cc3c(F)cccc3Cl)c(=O)n2C)cc1,-10%,nt,-9%,nt,?,-13%[76.3 µM],nt,nt
NC(=O)CC1NC(=O)c2ccccc21 (stereo unspecified),6%,-25%,6%,-10%,10%,10%,-5%,-5%
COc1ccc(NC(=O)N2CCN(c3ccc([N+](=O)[O-])cc3)CC2)cc1OC,8.9µM*,nt,-4%,-4%,-23%,-8%,-12%,0%
O=C(N/N=C1\CCCc2ccccc21)c1ccc([N+](=O)[O-])cc1Cl,?,13%,-7%,22%,-12%,5%,-2%,6%
COC(=O)/C=C/c1cnc2ccccc2c1,-13%,-4%,3%,-4%,0%,-1%,1%,nt
Cc1onc(-c2c(F)cccc2Cl)c1C(=O)Nc1nc2ccccc2[nH]1,-22%,-1%,-5%,-5%,-25%,-12%,-2%,-5%
COc1ccc(C(=O)Nc2c(C(=O)c3ccc(F)cc3)oc3ccccc23)cc1,9%,nt,-12%,nt,-9%,-8%[76.3 µM],nt,nt
CCC(Cc1ccccc1)NC(=O)Cn1ncc2ccsc2c1=O (stereo unspecified),-1%,20%,4%,0%,0%,-7%,-2%,-6%
c1ccc(-c2nnc(-c3ccccc3)nn2)cc1,nt,-15%[10 µM],7%,8%,-14%,4%,nt,2%
COC(=O)CSc1nnc(CNC(=O)c2ccc(OC)cc2OC)n1C,9%,-47%[inhibitor],-6%,4%,5%,3%,-7%,0%
CC(C)(C)CC(=O)O/N=C(\N)c1ccncc1,5%,20%,-1%,7%,5%,9%,1%,-3%
COCc1[nH]nc2c1C(c1ccsc1)C(C#N)=C(N)O2 (stereo unspecified),-8%,7%[10 µM],-1%,-8%,-4%,-1%,0%,-11%
CCOC(=O)/C=C(/C)N1N=C(c2ccc(OC)cc2)CC1c1cccc([N+](=O)[O-])c1 (stereo unspecified),9%,8%[1.9 µM],3%,-4%,3%,4%,-2%,-11%
O=C(Nc1ncc(Br)s1)C(Cc1ccccc1)n1cccc1 (stereo unspecified),0%,1%,-6%,3%,?,7%,-5%,1%
CS(=O)(=O)N(CC(=O)NCCSCc1ccco1)c1ccc2c(c1)OCO2,-13%,8%[10 µM],-6%,-6%,-14%,8%,0%,-6%
CCOC(=O)N1CCc2c(sc3c2c(=O)n(-c2ccc(F)cc2)c(=O)n3CC(=O)c2ccccc2)C1,-9%,nt,-4%,nt,-12%,-11%[76.3 µM],nt,nt
CCO[C@H]1OC(C(=O)N2CCN(Cc3ccc4c(c3)OCO4)CC2)=C[C@@H](c2ccccc2)[C@@H]1CCCO,-9%,-14%[10 µM],11%,-8%,-1%,15%,nt,-7%

# Arranged by length of the SMILES (high to low): four of the compounds above
SMILES,Tau fibril ThT,HTT ATP protect,Tau fibril FP,GLA spleen mod,Tau fluor counter,GAA glycogen mod,GAA inh,GAA spleen mod
CCOC(=O)/C=C(/C)N1N=C(c2ccc(OC)cc2)CC1c1cccc([N+](=O)[O-])c1 (stereo unspecified),9%,8%[1.9 µM],3%,-4%,3%,4%,-2%,-11%
COc1ccc(NC(=O)N2CCN(c3ccc([N+](=O)[O-])cc3)CC2)cc1OC,8.9µM*,nt,-4%,-4%,-23%,-8%,-12%,0%
CS(=O)(=O)N(CC(=O)NCCSCc1ccco1)c1ccc2c(c1)OCO2,-13%,8%[10 µM],-6%,-6%,-14%,8%,0%,-6%
CCC(Cc1ccccc1)NC(=O)Cn1ncc2ccsc2c1=O (stereo unspecified),-1%,20%,4%,0%,0%,-7%,-2%,-6%

# Later entries.
SMILES,Tau fibril ThT,HTT ATP protect,Tau fibril FP,GLA spleen mod,Tau fluor counter,GAA glycogen mod,GAA inh,GAA spleen mod
Cc1cc(N)ccc1NC(=O)c1ccccc1,?,2%,6%,7%,-4%,-9%,-1%,-1%
CCOc1ccc(C(=O)NN2C(=O)C3C4C=CC(O4)C3C2=O)cc1 (stereo unspecified),-12%,0%,-8%,-10%,-3%,2%,0%,-1%
COc1cc2c(cc1NC(=O)CSc1nnc(Cc3cccs3)n1C)oc1ccccc12,?,5%[10 µM],-2%,-4%,?,2%,-12%,-3%
O=C(O)c1ccc(CSc2nnc(-c3ccncc3)n2-c2ccc(Br)cc2)cc1,3%,-4%[10 µM],8%,1%,9%,16%,6%,-2%
CCCNC(=O)COC(=O)/C=C/c1ccc2c(c1)OCO2,-1%,nt,5%,-3%,5%,-1%,11%,-10%
COc1ccc2c(CNCCc3cccs3)c(C(=O)O)n(Cc3ccccc3)c2c1,0%,nt,3%,nt,-6%,9%[76.3 µM],nt,nt
OCCC1CN(Cc2cc(F)ccc2-n2cccn2)CCN1C1CCCC1 (stereo unspecified),-2%,8%[10 µM],-5%,4%,-3%,5%,nt,-5%
O=C(Nc1ccc(N2CCOCC2)cc1)c1ccccc1SCC(=O)N1CCCC1,-3%,-31%[inhibitor],0%,0%,2%,-1%,5%,3%
O=C(CCc1nc2ccccc2c(=O)[nH]1)NCc1ccco1,-2%,-3%[10 µM],-3%,-7%,-2%,8%,-3%,3%
CCN1C(=O)c2cccc3c(S(=O)(=O)NC(Cc4c[nH]c5ccccc45)C(=O)O)ccc1c23 (stereo unspecified),-5%,22%[10 µM],-9%,-3%,-2%,4%,0%,7%
COc1ccccc1Oc1ccc2c(c1)C(=O)N(c1ccccc1)C2=O,-1%,-2%[10 µM],-5%,1%,-11%,-1%,-14%,-2%
COc1cccc(C(=O)N/N=C2/SCC(=O)N2CCc2ccc(OC)c(OC)c2)c1,-20%,-15%[10 µM],1%,5%,-9%,-1%,-1%,-3%
CN(C)S(=O)(=O)c1cccc(NC(=O)COC(=O)/C=C/c2ccc([N+](=O)[O-])cc2)c1,?,-22%,10%,6%,?,-3%,-11%,nt
OC(COCc1cccs1)CN1CCN(c2cccc(C(F)(F)F)c2)CC1 (stereo unspecified),-12%,26%[10 µM],1%,4%,-12%,4%,?,0%
COc1ccc(-c2nsc3c(SCc4ccccc4)ncnc23)cc1,4%,15%[10 µM],1%,5%,-2%,4%,12%,0%
Cc1ccc(-c2nc3c(c(=O)c4ccccc4n3C)c(=O)n2Cc2ccco2)cc1,?,1%[10 µM],?,2%,-2%,-4%,-10%[15.4 µM],-4%
CCOc1cc(C2c3c(oc4ccc(F)cc4c3=O)C(=O)N2Cc2ccco2)ccc1O (stereo unspecified),2%,nt,-2%,nt,-1%,-5%[76.3 µM],nt,nt
Cc1cccc(NC2(C(F)(F)F)N=C(c3ccccc3)NC2=O)n1 (stereo unspecified),-9%,-8%,0%,-6%,-12%,7%,-15%,0%
CSc1n[nH]c(NC2=CC(=O)CCC2)n1,-5%,14%,0%,2%,-7%,-12%,1%,5%
CC(=O)CCc1c(C)[nH]c2ccc(NC(C)=O)cc2c1=O,-6%,-28%,-3%,-5%,2%,12%,-5%,-6%
Cc1ccc(S(=O)(=O)N2CCCOC2CNC(=O)C(=O)NCCC2=CCCCC2)cc1 (stereo unspecified),-4%,4%[10 µM],0%,1%,-12%,-2%,2%,5%
Cc1cccc(C)c1OCC(=O)NNC(=O)Nc1ccc(Cl)cc1,-16%,-4%,-8%,-1%,-21%,4%,0%,2%
O=C(CSc1ccccc1C(=O)NCCCN1CCCC1=O)NCc1ccco1,-11%,9%[10 µM],2%,1%,4%,-5%,-2%,1%

# Not a hit list; 3.3% or so of the library scored in one or more.
